G9a inh: qHTS Assay for Inhibitors of Histone Lysine Methyltransferase G9a; G9a H3K9 monomethylation, AlphaScreen, 2 h; Potency, µM (highest dose often 102 µM), without a hit: at the top dose activity, negative = inhibition, usual class: inhibitors; 350,000 compounds, 8.8% hits; AID 504332, 2011; also: potency is read from the fitted curve at half-maximal effect; % is scaled to controls: 0 for no effect and ±100 for the full control effect; nearly all actives have a fitted effect of over 75% in size
Target sequence (Q96KQ7 913-1193 limits assumed): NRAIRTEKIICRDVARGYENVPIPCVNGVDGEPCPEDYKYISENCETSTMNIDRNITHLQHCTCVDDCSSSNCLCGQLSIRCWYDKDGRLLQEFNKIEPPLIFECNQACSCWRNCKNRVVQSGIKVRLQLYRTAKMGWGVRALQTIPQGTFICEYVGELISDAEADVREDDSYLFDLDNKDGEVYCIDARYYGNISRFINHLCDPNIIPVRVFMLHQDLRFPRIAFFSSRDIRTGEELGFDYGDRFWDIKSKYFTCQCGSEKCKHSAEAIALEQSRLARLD
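AlphaScreen read-out: biotin-H3K9 peptide (500 nM) methylation by 20 nM enzyme with 20 uM SAM, 2 h at room temperature after 15 min compound preincubation; anti-monomethyl H3K9 antibody plus donor/acceptor beads, 10 min dark.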
Pin1 inh: qHTS Assay to Find Inhibitors of Pin1; Potency, µM (titrated, usually from 115 µM), without a hit: at the highest dose activity, negative = inhibition, hits mostly inhibitors; AID 504891, 2011; Pin1 FP peptide displacement, HiFluor488, 10 min; 390,000 compounds, 0.009% hits; active = well fitted inhibition curve with a large enough effect in the polarisation, with a control signal flat, not every such curve was filed as active; inconclusive = small, poorly fitted or top-dose-only effect, or effect the other way, or a change in a side signal; inactive = no such curve, though single readings can be large or run the other way; the % refers to the polarisation; also: potency is read from the fitted curve at half-maximal effect; % is scaled to controls: 0 for no effect and ±100 for the full control effect
Tb PGK inh: qHTS Assay to Find Inhibitors of Phosphoglycerate Kinase; PGK/GAPDH coupled, Kinase-Glo luminescence, 60 min; Potency, µM (highest dose often 57.5 µM), inactives show at the highest dose activity change, negative = inhibition, usual class: inhibitors; 380,000 compounds, 0.043% hits; also: potency is read from the fitted curve at half-maximal effect; % is scaled to controls: 0 for no effect and ±100 for the full control effect; nearly all actives have a fitted effect of over 60% in size
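Recombinant glycosomal PGK reaction used 1,3-bisphosphoglycerate generated in-well by GAPDH (100nM final) in 100mM TEA pH 7.6, 5mM MgCl2, 0.01% Tween-20. After 60 minutes at room temperature, ATP was read by Kinase-Glo Plus luminescence end-point.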
PI4K2A inh: qHTS for small molecular inhibitors of PI4K2A; activity change, negative = inhibition, % at 76.9 µM; AID 1346378, 2018; 420,000 compounds, 0.13% hits; Phosphatidylinositol 4-kinase type 2-alpha (Homo sapiens), Q9BTU6; purified PI4K2A, ADP-Glo luminescence, 1 h; stronger effect = lower value; in the data active = activity change below about -50%; inconclusive = mostly about -30% to -49%;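 also: -100% = wells without enzyme as full effect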
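PI4K2A activity was measured by ADP-Glo luminescence: enzyme (4 ug/mL stock) and phosphatidylinositol (1.2 mM stock) in Tris pH 7.5/MgCl2/EGTA/Triton X-100 buffer were reacted with ATP (300 microM stock) for one hour at ambient temperature.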
ERG Ets-DNA blk: qHTS for Small Molecule Inhibitors of the ERG Ets/DNA interaction. Transcriptional regulator ERG (Homo sapiens), P11308. fluorescence polarization, His-ERG Ets domain / labelled DNA. Potency, µM (titrated, usually from 76.9 µM), for inactives: at the highest dose FP activity, negative = inhibition, actives largely listed as inhibitors. 370,000 compounds, 0.028% hits. AID 624246, 2012; active = well fitted inhibition curve with a large enough effect in the polarisation, with a control signal flat; inconclusive = small, poorly fitted or top-dose-only effect, or effect the other way, or a change in a side signal; inactive = no such curve, though single readings can be large or run the other way; the % refers to the polarisation;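 also: polarization taken with two DNA probes labelled with fluorescein and Texas red; potency is read from the fitted curve at half-maximal effect; % of control where 0% means no effect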
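His-tagged ERG Ets domain (1 uM in the protein solution; 300mM KCl, 50mM Tris-HCl, 1mM EDTA, 1mM DTT, pH 7.5) received compound, then a probe mix of 5 nM fluorescein-DNA and 100nM Texas-615-DNA. Fluorescence polarization was read for both dyes.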
GLS inhibitor: qHTS for Inhibitors of Glutaminase (GLS); AID 624170, 2012; GLS enzymatic activity, qHTS titration; 410,000 compounds, 0.21% hits; Potency, µM (doses to about 45.5 µM), inactives show top-dose activity change, negative = inhibition, usual class: inhibitors; also: potency is read from the fitted curve at half-maximal effect; % is scaled to controls: 0 for no effect and ±100 for the full control effect
Target sequence (O94925 whole entry, looked up): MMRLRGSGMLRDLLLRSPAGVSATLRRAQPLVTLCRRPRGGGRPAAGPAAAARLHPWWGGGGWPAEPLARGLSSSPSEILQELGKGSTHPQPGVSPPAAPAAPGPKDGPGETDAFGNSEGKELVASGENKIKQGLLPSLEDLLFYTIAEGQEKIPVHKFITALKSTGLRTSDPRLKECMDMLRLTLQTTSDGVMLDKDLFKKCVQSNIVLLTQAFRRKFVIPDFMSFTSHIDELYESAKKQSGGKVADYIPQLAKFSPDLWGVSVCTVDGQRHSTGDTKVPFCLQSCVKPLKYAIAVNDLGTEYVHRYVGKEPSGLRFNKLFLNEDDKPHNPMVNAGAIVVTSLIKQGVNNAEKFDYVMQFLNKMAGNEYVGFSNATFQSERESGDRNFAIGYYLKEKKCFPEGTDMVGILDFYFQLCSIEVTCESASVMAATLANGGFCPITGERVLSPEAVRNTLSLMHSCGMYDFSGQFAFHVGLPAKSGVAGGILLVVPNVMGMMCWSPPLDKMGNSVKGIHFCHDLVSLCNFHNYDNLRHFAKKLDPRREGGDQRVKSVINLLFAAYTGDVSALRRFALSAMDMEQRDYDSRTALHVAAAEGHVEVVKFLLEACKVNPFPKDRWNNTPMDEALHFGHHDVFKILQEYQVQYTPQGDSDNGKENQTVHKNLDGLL
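Read-out is an Amplex red fluorescence increase coupled through glutamate oxidase and HRP, measured before and after 30 min room-temperature incubation. hKGA is in 45 mM KH2PO4 (pH 8.2) with 0.02% Tween-20; glutamine added as 1mM solution.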
JMJD2A Tudor: qHTS Assay for Inhibitors of JMJD2A-Tudor Domain; 390,000 compounds, 4.4% hits; Potency, µM (highest dose often 114 µM), for inactives: at the highest dose activity change, negative = inhibition, hits mostly inhibitors; Lysine-specific demethylase 4A (Homo sapiens), O75164; AlphaScreen JMJD2A-Tudor / H3K4me3 peptide binding; also: potency is read from the fitted curve at half-maximal effect; % is scaled to controls: 0 for no effect and ±100 for the full control effect; nearly all actives have a fitted effect of over 50% in size
BAZ2B inh: qHTS Assay for Inhibitors of BAZ2B; 360,000 compounds, 4.4% hits; AlphaScreen BAZ2B-H3K14Ac peptide displacement; Bromodomain adjacent to zinc finger domain protein 2B (Homo sapiens), Q9UIF8; Potency, µM (top dose mostly 114 µM), for the others: at the top dose activity change, negative = inhibition, hits mostly inhibitors; AID 504333, 2011; also: potency is read from the fitted curve at half-maximal effect; % is scaled to controls: 0 for no effect and ±100 for the full control effect; nearly all actives have a fitted effect of over 60% in size
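Inhibition is scored as reduced AlphaScreen emission. The BAZ2B/b-H3(5-23)K14Ac complex (50 nM each) in PBS pH 7.4, 0.01% Tween-20 meets compound (up to 110 uM) for 30 min at RT before bead addition.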
HP1b binding inh: HTS for Inhibitors of HP1-beta Chromodomain Interactions with Methylated Histone Tails | Chromobox protein homolog 1 (Homo sapiens), P83916 | AlphaScreen HP1-beta / biotin-H3K9me3 peptide binding | Potency, µM (titrated, usually from 114 µM), without a hit: at the top dose activity change, negative = inhibition, usual class: inhibitors | 390,000 compounds, 0.56% hits; also: potency is read from the fitted curve at half-maximal effect; nearly all actives have a fitted effect of over 70% in size; inactives centre near 23
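AlphaScreen: HP1-beta (50 nM) preformed 30 min with biotin-H3(1-18)K9me3 peptide (50 nM) in PBS pH 7.4, 0.01% Tween-20. Compound added for 30 min at RT, then streptavidin donor/nickel chelate acceptor beads (10 ug/mL) for 30 min.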
Numbers without * were called inactive; i = inactive; u = inconclusive; x = not tested or not shown; [ ] = remark or other dose. Unless noted, calls follow the shape of the dose curve; as a rule, active = well fitted curve in the direction sought with a large enough effect; inconclusive = small, poorly fitted or top-dose-only effect, or another doubt; inactive = no such curve, though single readings can be large; an effect the other way counts as inactive or inconclusive.

nr	SMILES	ERG Ets-DNA blk	PI4K2A inh	HP1b binding inh	JMJD2A Tudor	Pin1 inh	GLS inhibitor	Tb PGK inh	G9a inh	BAZ2B inh
1	Cc1ccc(CNC(=O)NC2COc3ccccc3C2)cc1 (centres undefined)	0%	2	26%[57 µM]	0%	-3%	-6%	i	6%[59 µM]	3%
2	O=S1(=O)CCN(OCc2ccc(F)cc2Cl)CC1	9%	6	33%	3%	-1%	6%	9%	0%	-4%
3	COc1cc2nc(NCCc3ccc(Cl)cc3)n3nc(-c4ccccc4)nc3c2cc1OC	5%	-1	22%	-8%	0%	-11%	-3%	-19%[59 µM]	-29%
4	O=C(COC(=O)c1nc(Cl)ccc1Cl)Nc1ccc(Cl)cn1	-11%	-3	32%	1%	-4%	-10%	-2%	16%[12.7 µM]	3%
5	CCCCOC(=O)CCc1n[nH]c(=O)[nH]c1=O	-5%	-7	15%	-13%	-4%	3%	0%	9%	4%
6	COc1cc(C)ccc1OCC(=O)Nc1ccccc1N1CCOCC1	x	-3	28%	6%	2%	-2%	-10%	-6%[12.7 µM]	-2%
7	CC(C)OCCCN(CC(O)c1ccccc1)CC(O)c1ccccc1 (centres undefined)	-4%	6	u	5.6µM*	0%	18%	-4%	7.9µM*	u
8	O=S(=O)(Nc1ccc(S(=O)(=O)N2CCCC2)cc1)c1ccc(F)cc1	-10%	-5	59%[activator]	-11%	-2%	-4%	6%	23%	0%
9	Cc1ccc(CC(CC(=O)NCCc2ccc3c(c2)OCO3)C(=O)O)cc1 (centres undefined)	-1%	4	37%[activator]	12%	1%	x	1%	-50%	5%
10	C=C1CCN([C@@H](Cc2ccccc2)C(=O)Nc2ccc(OC)cc2)S(=O)(=O)c2ccccc21	-3%	-3	16%	-35%	3%	1%	-7%	x	x
11	CC(C)CCC(O)(CCC(C)C)C(=O)NNc1ccccc1	-2%	5	33%	2%[57.1 µM]	-1%	18%	0%	50µM*	-5%
12	CCOc1ccc(NS(=O)(=O)c2ccc3[nH]cc(C(=O)NCCc4ccccc4)c(=O)c3c2)cc1	0%	-5	16%	-10%	15%	7%	-14%	4%[59 µM]	4%
13	Cc1ccccc1-c1ccc(/C=C2/SC(N3CCOCC3)=NC2=O)o1	-2%	3	17%	-8%	u	-4%	0%	x	-3%
14	COCCN1C(=O)CC(NNC(=O)c2ccc(S(=O)(=O)N3CCCC3)cc2)C1=O (centres undefined)	7%	-6	9%	-7%	-6%	10µM*	-7%	u	-2%
15	COc1ccc(C(=O)N/C(=C\c2cn(C)c3ccccc23)C(=O)N2CCOCC2)cc1	4%	3	56%[activator]	-8%	-2%	3%	-3%	-17%	-30%
16	CCN1CCN(C(=O)Nc2ccc(Cc3ccc(NC(=O)N4CCN(CC)CC4)cc3)cc2)CC1	3%	1	13%	-15%	0%	-7%	x	-12%[59 µM]	3%
17	COc1ccc(/C=N/NC(=O)c2ccc(N(C)S(=O)(=O)c3ccccc3)cc2)cc1	1%	-4	49%[activator]	-23%	u	-2%	x	6%	-5%
18	Cn1c(=O)n(CC(=O)Nc2cccnc2)c2ccccc21	-4%	2	4%	-19%	0%	-24%	i	x	x
19	COc1ccccc1NC(=O)COC(=O)C1C2CC3OC(=O)C1C3C2 (centres undefined)	5%	-10	6%	0%	5%	11%	-12%	21%	-29%
20	CCOc1ccc(CC(=O)NCc2ccc3c(c2)cc(C)n3C)cc1	40µM*	1	13%	-20%	-11%	-1%	-1%	3%	-14%

Exported field by field: part of the list above.
11	CC(C)CCC(O)(CCC(C)C)C(=O)NNc1ccccc1
  ERG Ets-DNA blk: -2%; PI4K2A inh: 5; HP1b binding inh: 33%; JMJD2A Tudor: 2%[57.1 µM]; Pin1 inh: -1%; GLS inhibitor: 18%; Tb PGK inh: 0%; G9a inh: 50µM*; BAZ2B inh: -5%
8	O=S(=O)(Nc1ccc(S(=O)(=O)N2CCCC2)cc1)c1ccc(F)cc1
  ERG Ets-DNA blk: -10%; PI4K2A inh: -5; HP1b binding inh: 59%[activator]; JMJD2A Tudor: -11%; Pin1 inh: -2%; GLS inhibitor: -4%; Tb PGK inh: 6%; G9a inh: 23%; BAZ2B inh: 0%
15	COc1ccc(C(=O)N/C(=C\c2cn(C)c3ccccc23)C(=O)N2CCOCC2)cc1
  ERG Ets-DNA blk: 4%; PI4K2A inh: 3; HP1b binding inh: 56%[activator]; JMJD2A Tudor: -8%; Pin1 inh: -2%; GLS inhibitor: 3%; Tb PGK inh: -3%; G9a inh: -17%; BAZ2B inh: -30%
1	Cc1ccc(CNC(=O)NC2COc3ccccc3C2)cc1 (centres undefined)
  ERG Ets-DNA blk: 0%; PI4K2A inh: 2; HP1b binding inh: 26%[57 µM]; JMJD2A Tudor: 0%; Pin1 inh: -3%; GLS inhibitor: -6%; Tb PGK inh: i; G9a inh: 6%[59 µM]; BAZ2B inh: 3%

Later entries:
nr	SMILES	ERG Ets-DNA blk	PI4K2A inh	HP1b binding inh	JMJD2A Tudor	Pin1 inh	GLS inhibitor	Tb PGK inh	G9a inh	BAZ2B inh
21	O=C(CNC(=O)c1sc2ccccc2c1Cl)NC1CC1	-4%	9	16%	-5%	-2%	5%	4%	-15%	-1%
22	CC(=O)NC(Cc1ccccc1)C(=O)OCC(=O)c1ccccc1 (centres undefined)	2%	2	18%	-18%	1%	8%	-5%	-2%[59 µM]	u
23	O=c1c2sccc2n(Cc2cccc(F)c2)c(=O)n1-c1ccc(F)cc1	x	-1	22%	-14%	-9%	13%	i	9%[59 µM]	0%
24	O=C(N=C1SC2CS(=O)(=O)CC2N1c1ccc(Cl)cc1Cl)C1CCCO1 (centres undefined)	-2%	-5	37%[activator]	-3%	-1%	2%	7%	3%	-7%
25	Cc1ccc(Cl)cc1N1CCN(C(=O)c2cn(C)c3ccc(S(=O)(=O)N4CCCCC4)cc3c2=O)CC1	-1%	-3	-1%	-24%	-1%	-1%	-2%	2%[59 µM]	x
26	Cc1ccc(-c2ccc([C@H]3[C@H]4C=CC[C@@H](C)[C@@H]4C(=O)N3Cc3ccccc3)c(F)c2)cc1	24%	-8	28%	-10%	-1%	-7%	4%	5%[12.7 µM]	-2%
27	CC(=O)Nc1cccc(-n2nnc(SCC(=O)Nc3ccccc3)n2)c1	1%	0	30%	-18%	-7%	1%	-5%	4%	-3%
28	CCn1c(N2CCN(C(=S)Nc3ccc(OC)cc3)CC2)nc2ccccc21	-8%	3	27%	-20%	-3%	2%	3%	1%	-25%
29	COCC(C)N1CCC(n2nccc2NC(=O)c2ccccc2Cl)CC1 (centres undefined)	11%	-1	21%	-21%	-3%	3%	i	x	x
30	C=CCC[C@H](Cc1ccc(F)cc1)C(=O)OC[C@H](Cc1c[nH]c2ccccc12)NC(=O)[C@@H](CC=C)CC(=O)NCCO	-6%	-4	1%	u	-1%	-4%	2%	x	x
31	CC(C)Oc1ccc(/C(O)=C2/C(=O)C(=O)N(CCN3CCOCC3)C2c2ccccc2)cc1 (centres undefined)	2%	-4	9%	-8%	-6%	5%	i	u	-37%
32	Cc1cc2cc(CCNC(=O)c3cccc([N+](=O)[O-])c3)c(=O)[nH]c2cc1C	-12%	-2	14%	-15%	-10%	5%	2%	11%[59 µM]	6%
33	O=C1NN(c2cccc(Br)c2)C(=O)/C1=C/c1ccc(-c2cc([N+](=O)[O-])ccc2O)o1	2%	1	u	u	u	-14%	u	-156%[59 µM]	2.2µM*
34	COc1ccccc1/C=C/C=N/n1c(-c2ccc(Cl)cc2)n[nH]c1=S	-4%	-1	u	89µM*	4%	18%	-7%	x	u
35	Cc1ccc2nc(SCc3nnc(-c4ccccc4[N+](=O)[O-])o3)c(C#N)cc2c1	11%	-2	5%	-20%	2%	-2%	-1%	u	-29%[57.1 µM]
36	CC(=O)Nc1ccc(S(=O)(=O)Nc2nc3n(n2)C(c2ccccc2)CC(=O)N3)cc1 (centres undefined)	10%	7	31%	-1%	-8%	-7%	-6%	-29%[12.7 µM]	-2%
37	Cc1c(C(=O)Nc2ccc(S(=O)(=O)Nc3ncccn3)cc2)oc2ccc(F)cc12	-17%	-2	32%	-6%	6%	7%	0%	x	-6%
38	NS(=O)(=O)c1ccc(NC(=O)COC(=O)CC2Sc3ccccc3NC2=O)cc1 (centres undefined)	3%	1	25%	-13%	4%	19%	4%	-7%[12.7 µM]	2%
39	CCOc1c(CNCCCSc2nc(C)cc(C)n2)cccc1OC	18%	-1	38%	-11%	47%	2%	-2%	16%	-2%
40	O=C(N/N=C(\c1ccccc1)c1cccnc1)c1ccc(O)cc1	-2%	3	51%[activator]	-18%	14%	-7%	9%	2%	-15%
